Compound activity: PubChem BioAssay, National Center for Advancing Translational Sciences (NCATS)
ASM inhibitor: Inhibitors of Secretory Acid Sphingomyelinase (S-ASM): qHTS; Sphingomyelin phosphodiesterase (Homo sapiens), P17405; placental ASM, HMU-PC fluorogenic substrate, 60 min; Potency, µM (doses to about 57.5 µM), without a hit: at the top dose activity change, negative = inhibition, actives largely listed as inhibitors; actives 0.006% (n = 340,000); AID 504937, 2011; also: potency is read from the fitted curve at half-maximal effect
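HMU-PC0 cleavage (9 uM final) by human placental ASM, 60 min at 37 °C following 10 min compound exposure at RT; stopped at pH 10, fluorescence Ex 386/Em 447 nm.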
PKM2 act: qHTS Assay for Activators of Human Muscle isoform 2 Pyruvate Kinase | Pyruvate kinase PKM (Homo sapiens), P14618 | purified PKM2, Kinase-Glo ATP luminescence, activation; response scale: 0% is enzyme alone, no compound | Potency, µM (top dose mostly 57.5 µM), for inactives: top-dose activation, most hits filed as activators | actives 0.34% (n = 260,000) | AID 1631, 2009; also: potency is read from the fitted curve at half-maximal effect; % is scaled to controls: 0 for no effect and ±100 for the full control effect; nearly all actives have a fitted effect of over 55% in size
Target sequence (P14618 whole entry, looked up, canonical isoform): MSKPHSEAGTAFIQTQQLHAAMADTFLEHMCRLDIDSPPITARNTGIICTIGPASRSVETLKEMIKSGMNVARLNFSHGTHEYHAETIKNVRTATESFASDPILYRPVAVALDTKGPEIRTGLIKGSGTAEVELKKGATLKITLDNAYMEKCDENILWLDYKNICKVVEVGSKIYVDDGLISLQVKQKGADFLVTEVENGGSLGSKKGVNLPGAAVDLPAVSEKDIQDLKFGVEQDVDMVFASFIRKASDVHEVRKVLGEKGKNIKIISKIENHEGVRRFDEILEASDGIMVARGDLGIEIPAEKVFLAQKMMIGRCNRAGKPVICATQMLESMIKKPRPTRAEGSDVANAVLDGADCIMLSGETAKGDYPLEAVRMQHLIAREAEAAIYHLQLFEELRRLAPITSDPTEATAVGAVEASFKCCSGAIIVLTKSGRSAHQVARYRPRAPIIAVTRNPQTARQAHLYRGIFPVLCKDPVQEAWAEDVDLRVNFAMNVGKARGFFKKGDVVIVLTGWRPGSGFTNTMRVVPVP
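Purified hPK-M2 (>95% pure) converted ADP (0.1 mM final) to ATP with 0.5 mM PEP in 50 mM imidazole pH7.2, KCl, MgCl2, Tween 20, BSA; 1 h at room temperature. ATP detected by Kinase-Glo luminescence.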
USP2a block: qHTS Assay for Inhibitors of Ubiquitin-specific Protease USP2a Using CHOP2 as the Reporter | Ubiquitin carboxyl-terminal hydrolase 2 (Homo sapiens), O75604 | USP2 core, Ub-CHOP2 coupled fluorogenic reporter, 485/531 | Potency, µM (top dose mostly 38.3 µM), for the others: top-dose activity change, negative = inhibition, hits mostly inhibitors | actives 0.01% (n = 330,000);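 also: potency is read from the fitted curve at half-maximal effect; plate controls were DMSO wells for no effect and full inhibition by NEM control for full effect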
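Cell-free coupled assay: 10nM USP2 core preincubated 30min RT with compound in Tris-HCl pH 8.0/CaCl2/CHAPS buffer, then 25nM Ub-CHOP2 and 25nM reporter substrate; fluorescence (Ex 485/Em 531) read after 60min RT, normalized to NEM inhibition, concentration-response curves fitted.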
Menin-MLL TR inh: qHTS Assay for Inhibitors Targeting the Menin-MLL Interaction in MLL Related Leukemias: Competition With Texas Red Labeled MLL-derived Mutant Peptide. Menin + Texas Red MLL mutant peptide, fluorescence polarization. AID 1768, 2009. Potency, µM (series often up to 61.6 µM), for inactives: top-dose FP activity change, negative = inhibition, most hits filed as inhibitors. actives 0.23% (n = 270,000). O00255; active = well fitted inhibition curve with a large enough effect in the polarisation, with a control signal flat, not every such curve was filed as active; inconclusive = small, poorly fitted or top-dose-only effect, or effect the other way, or a change in a side signal; inactive = no such curve, though single readings can be large or run the other way; the % refers to the polarisation; also: potency is read from the fitted curve at half-maximal effect; % of control where 0% means no effect; many of its hits are not listed in these tables
Chronic BCR inh: qHTS Assay to Find Inhibitors of Chronic Active B-Cell Receptor Signaling. ABC-DLBCL IkBa-CBG/CBR reporter, luminescence ratio, 4 h. Potency, µM (series often up to 46.1 µM), for the others: at the top dose ratio change, negative = lower green/red ratio, most hits filed as inhibitors. actives 0.05% (n = 340,000); active = well fitted inhibition curve with a large enough effect in the signal ratio, with a control signal flat, not every such curve was filed as active; inconclusive = small, poorly fitted or top-dose-only effect, or effect the other way, or a change in a side signal; the % refers to the signal ratio;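 also: potency is read from the fitted curve at half-maximal effect; plate controls were basal doxycycline-induced cells for no effect and cells given 10 µM MG132 for full effect; MG132 reads +100%, hits lower the ratio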
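Compounds up to 46 uM were incubated four hours with TMD8 cells whose green CBG68 luciferase is fused to IkappaBalpha; red CBR luminescence normalised the signal, and concentration-effect curves were fitted to fusion, red and ratio data.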
GALK inhibitor: qHTS Assay for Inhibitors of Human Galactokinase (GALK); P51570; Purified GALK, Kinase-Glo residual ATP luminescence; Potency, µM (series often up to 57.5 µM), inactives show top-dose activity change, negative = inhibition, most hits filed as inhibitors; actives 0.007% (n = 270,000); AID 1868, 2009; also: potency is read from the fitted curve at half-maximal effect; % is scaled to controls: 0 for no effect and ±100 for the full control effect
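GALK at 5 nM final was combined with compound, 35 uM ATP and 100 uM galactose in HEPES pH8.0 with MgCl2 and DTT. The reaction ran one hour at room temperature before luminescent ATP detection.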
MBNL1 CUG block: qHTS Assay for Inhibitors of MBNL1-poly(CUG) RNA binding. Muscleblind-like protein 1 (Homo sapiens), Q9NR56. Potency, µM (series often up to 57.5 µM), inactives show top-dose activity change, negative = inhibition, most hits filed as inhibitors. actives 0.036% (n = 280,000). AID 2675, 2010. TR-FRET MBNL1-His/biotin-(CUG)12 binding, 665/545 ratio; active = well fitted inhibition curve with a large enough effect in the signal ratio, with a control signal flat, not every such curve was filed as active; inconclusive = small, poorly fitted or top-dose-only effect, or effect the other way, or a change in a side signal; inactive = no such curve, though single readings can be large or run the other way; the % refers to the signal ratio; also: potency is read from the fitted curve at half-maximal effect; % is scaled to controls: 0 for no effect and ±100 for the full control effect
Target sequence (Q9NR56 whole entry, looked up): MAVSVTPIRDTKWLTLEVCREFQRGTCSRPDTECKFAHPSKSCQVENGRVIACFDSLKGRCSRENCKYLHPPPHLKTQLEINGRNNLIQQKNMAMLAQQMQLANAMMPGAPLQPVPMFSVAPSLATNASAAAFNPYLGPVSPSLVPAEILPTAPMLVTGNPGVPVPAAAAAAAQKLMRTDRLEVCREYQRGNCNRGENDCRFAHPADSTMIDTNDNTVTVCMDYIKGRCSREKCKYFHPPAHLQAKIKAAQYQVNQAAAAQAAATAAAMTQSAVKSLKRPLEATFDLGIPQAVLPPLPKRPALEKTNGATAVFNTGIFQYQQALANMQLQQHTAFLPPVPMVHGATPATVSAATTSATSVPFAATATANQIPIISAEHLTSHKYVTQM
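His-tagged MBNL1 binding to biotinylated (CUG)12 RNA was measured by TR-FRET using terbium anti-His antibody (0.055 ng/ul final) and streptavidin-XL665 (5 nM final). Compounds were titrated 92 nM to 58 uM; 60 min at room temperature.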
Mito fusion yeast: qHTS Assay for Small Molecule Inhibitors of Mitochondrial Division or Activators of Mitochondrial Fusion; S. cerevisiae fusion-defective mutant growth rescue, CellTiterGlo 48 h; Potency, µM (series often up to 46.1 µM), for the others: top-dose growth rescue (activation), actives largely listed as activators; actives 0.23% (n = 320,000); AID 485298, 2010;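 also: potency is read from the fitted curve at half-maximal effect; % of control where 0% means no effect; nearly all actives have a fitted effect of over 45% in size; temperature-sensitive fusion mutants such as fzo1-1 at 37 °C on non-fermentable ethanol glycerol medium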
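S. cerevisiae fusion-defective temperature-sensitive mutants (e.g. fzo1-1, mgm1-5) grown 48 h at 37C in YPEG (ethanol/glycerol non-fermentable) medium with 23 nl compound per well; growth rescue read as CellTiterGlo luminescence.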
KCNH2 WT inh: qHTS for Inhibitors of KCHN2 3.1: Wildtype qHTS; U2OS, BacMam KCNH2, thallium flux FluxOr; active compounds read low; activity change, % at 1.84 µM; Voltage-gated inwardly rectifying potassium channel KCNH2 (Homo sapiens), Q12809; AID 720551, 2013; actives 0.37% (n = 340,000);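 active = maximum activity change below -70%; inconclusive = maximum activity change between -70% and -50%; inactive = maximum activity change above -50%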; also: % is scaled to controls: 0 for no effect and ±100 for the full control effect
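U2OS cells transduced with wild-type KCNH2 virus are loaded with FluxOr dye for 45 min, and thallium flux is measured in kinetic reads before and after stimulation buffer. Rate constants are normalized to DMSO controls.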
Eya2 inh: qHTS Assay for Inhibitors of the Phosphatase Activity of Eya2. Protein phosphatase EYA2 (Homo sapiens), O00167. recombinant Eya2, OMFP fluorescence dephosphorylation (OMFP is methylfluorescein phosphate). Potency, µM (highest dose often 76.9 µM), inactives show at the highest dose activity, negative = inhibition, usual class: inhibitors. actives 0.006% (n = 330,000); also: potency is read from the fitted curve at half-maximal effect; % is scaled to controls: 0 for no effect and ±100 for the full control effect
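Eya2 protein (added as 0.2 uM solution) was preincubated with compound for 10 min at ambient temperature in 50 mM HEPES pH 7.5, 50 mM NaCl, 5 uM MgCl2, 0.05% BSA, 1 mM DTT. OMFP (added at 50 uM) then reacted 10 min; fluorescence read at 485/525 nm.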
TSHR antag: Antagonists of the Thyroid Stimulating Hormone Receptor: HTS campaign. Thyrotropin receptor (Homo sapiens), P16473. activity change, negative = inhibition, % at 11.5 µM. TSHR-expressing cells, TSH-stimulated cAMP HTRF, 2 h; active compounds read low. AID 504810, 2011. actives 0.2% (n = 330,000);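 active = activity change below a set negative limit, meaning inhibition stronger than a set level, cut at about -70% in these data; inconclusive = activity change between two set negative limits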; also: % is scaled to controls: 0 for no effect and ±100 for the full control effect
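Competitive HTRF cAMP read-out (cryptate anti-cAMP antibody, cAMP-d2; 30 min, room temperature) in freshly harvested TSHR cells. Compounds added before TSH at EC80 (4nM final), followed by 2 hours' incubation at 37 deg C.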
Numbers without * were called inactive; ? = inconclusive; . = no result given; [ ] = dose if it differs, or a comment. Unless noted, calls follow the shape of the dose curve; as a rule, active = well fitted curve in the direction sought with a large enough effect; inconclusive = small, poorly fitted or top-dose-only effect, or another doubt; inactive = no such curve, though single readings can be large; an effect the other way counts as inactive or inconclusive.

SMILES	ASM inhibitor	PKM2 act	USP2a block	Menin-MLL TR inh	Chronic BCR inh	GALK inhibitor	MBNL1 CUG block	Mito fusion yeast	KCNH2 WT inh	Eya2 inh	TSHR antag
CCOC(=O)c1cc2c(=O)n3ccccc3nc2n(Cc2ccco2)c1=NC(=O)c1cccc(OC)c1	393%[activator]	.	-1%	11%	?	1%	?	2%	4	-15%	-8
Cc1nc(-c2ccc(S(=O)(=O)Nc3cccc(Cl)c3)cc2)co1	-2%	7.9µM*	-3%	?	0%	3%	?	1%	-5	-2%	-13
CCOc1ccc(N(Cc2ccc(C(=O)O)cc2)S(=O)(=O)c2ccc(C)cc2)cc1	-7%	2%[11.5 µM]	-1%	27%	?	-5%	0%	8%	0	-18%	-7
Cc1c2c(nc3c(C(=O)NC4CC4)cnn13)CCCC2	-2%	-2%	3%	-23%	?	1%	-16%	-2%	5	15%	-2
CC(=O)c1ccc(N2CCN(S(=O)(=O)c3cc(-c4cc(C)no4)ccc3C(C)C)CC2)cc1	-28%	.	-3%	15%	11%	9%	45%[activator]	12%	6	9%	-15
CCCNCC1C(Oc2ccc(Cl)cc2Cl)C(=O)N1c1cccc(C)c1C (stereo not drawn)	-10%	6%	-1%	-27%	?	-1%	2%	0%	22	-2%	-1
Nc1nonc1C(=O)NCCNS(=O)(=O)c1ccc(Br)cc1	1%	4%	-1%	-3%	-1%	0%	-7%	-5%	5	-13%	1
Cc1cc(OCCN2CCCC2)ccc1C(C)C	0%	1%	0%	-5%	-2%	1%	-3%	0%	-3	1%	-4
CCC(C)NC(=O)CC(c1ccccc1)c1cc(C)ccc1O (stereo not drawn)	-1%	5%	-3%	-5%	-5%	-1%	-1%	-1%	32	?	-2
CCOc1ccc(S(=O)(=O)N(C)C2CCCCC2)cc1	1%	-5%	0%	-5%	3%	-1%	-5%	-1%	-11	-10%	-9
Cc1ccc(S(=O)(=O)Nc2cccc(-c3cn4ccsc4n3)c2)cc1	-15%	-2%	0%	4%	-8%	0%	-1%	21%	-1	-4%	-17
CCc1ccc(N2CC(C(=O)Nc3ccc(C)c(S(=O)(=O)N4CCOCC4)c3)CC2=O)cc1 (stereo not drawn)	?	-13%	-19%	.	?	0%	-6%	3%	8	-25%	21
CCOC(=O)C1CCN(C(=O)CSCCSCC(=O)N2CCC(C(=O)OCC)CC2)CC1	6%	0%	-5%	-6%	-1%	-1%	-10%	3%	-2	7%[15.4 µM]	1
COc1ccc(NC2CCCN(C(=O)c3csc(C(C)C)n3)C2)cc1 (stereo not drawn)	2%	1%	2%	-4%	1%	0%	6%	-4%	5	7%	-9
O=C(CCNS(=O)(=O)c1ccccc1)NCCCc1ccccc1	1%	.	1%	.	-11%	.	.	5%	0	-20%	5
COc1ccccc1OCC(=O)Nc1ccncc1	0%	-3%[11.5 µM]	-2%	-5%	-1%	-2%	1%	-2%	-18	14%	-4
COc1ccccc1NCC(=O)N/N=C(\C)c1ccc(Br)s1	5%	-4%	-2%	1%	0%	-2%	.	-2%	-5	-4%	0
Cc1ccccc1CN(c1ccc(C(=O)NCc2ccccn2)cc1)S(C)(=O)=O	-2%	4%	2%	-9%	0%	3%	-10%	-6%	-12	-4%	-7
Cc1ccc(N(C(=O)Cn2nnc(-c3cccs3)n2)C(C(=O)NC2CCCC2)c2ccncc2)cc1 (stereo not drawn)	4%	0%	0%	.	-1%	1%	0%	1%	-12	7%	-16
CCn1c(SCC(=O)c2ccc(Cl)cc2)nnc1C(C)C	0%	7%	1%	3%	?	0%	3%	-3%	-1	14%	-2
Cc1nn(C)cc1/C=N/NC(=O)Cn1cncn1	2%	1%	4%	.	2%	-2%	-7%	-4%	-15	6%	9
Cc1cc(C)cc(NC(=O)C[n+]2ccccc2)c1	-1%	-1%[11.5 µM]	2%	5%	0%	-2%	-3%	-4%	7	10%	0
CN(C)CCCn1c(SCc2c(Cl)cccc2Cl)nnc1-c1ccncc1	-2%	-8%	0%	4%	-1%	-5%	-2%	2%	2	-5%	3
O=C(Nc1cc(C(F)(F)F)ccc1N1CCOCC1)c1ccc2ccccc2n1	-11%	-3%	-10%	11%	-7%	4%	-5%	1%	2	16%	-8
CCOc1cccc(/C=N/N2C(=O)CSC2=S)c1O	-1%	6%	-9%	?	0%	8%	?	29%	25	9%	26
COc1ccc(NC(=O)CC2C(=O)NCCN2C(=O)Nc2ccc(C(F)(F)F)cc2)cc1 (stereo not drawn)	-14%	0%	-6%	.	?	4%	-7%	-2%	1	2%	-1
NC(=O)C1CCN(S(=O)(=O)Cc2ccccc2Cl)CC1	0%	-2%	2%	0%	-1%	-1%	1%	2%	.	3%	-4
Cc1ccc(C(=O)OCCOc2cccc(Cl)c2)cc1S(=O)(=O)N1CCOCC1	-1%	.	-6%	.	-14%	.	.	9%	2	-25%	-29
O=C(OCCN=C1NS(=O)(=O)c2ccccc21)c1cccs1	6%	1%	1%	?	0%	2%	-8%	-16%	27	-1%	-25
CCn1c(=O)c2c(n3cnnc13)-c1ccccc1CC21CCCCC1	4%	-2%	4%	-5%	-2%	0%	-4%	6%	-7	12%	-16
Cc1nc2c(ccc3c2ccc2nc(C)sc23)s1	1%	-18%	-5%	2%	-2%	1%	-5%	-2%	0	-18%	.
COc1cccc(-c2sc3ccc(OC)cc3c2-c2ccc(OCCN3CCCCC3)cc2)c1	?	.	-9%	.	18µM*	.	.	.	4	-1%	-1
COc1cccc(C(=O)c2sc(NC(C)C)nc2N)c1	-3%	-15%	-1%	5%	?	2%	12%	-3%	-9	-5%	0
Cc1ccc(N(CC(=O)NC(C)C)C(=O)CCC(=O)Nc2nccs2)cc1C	-3%	.	4%	?	0%	5%	3%	-3%	24	-1%	-5
O=C(Nc1ccc(F)cc1)c1nn(-c2ccccc2)c(=O)cc1Cl	-3%	6%	10%	19%	?	-6%	?	-11%	4	-15%	-37

This is a subset, so the mix of outcomes need not match the whole.
